ARFGAP1 inh – inhibitors of rat ARFGAP1; Q62848; Arfgap1-stimulated ARF1 GTP hydrolysis, GDP FP detection; inhibition, % at 16.5 µM; 0.26% of 360,000 active;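 active = inhibition above a per-plate limit, mean inhibition of low control wells plus 3 SD, cut at about 25% in these data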;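 note: 0% = DMSO wells with enzyme and 100% = wells lacking Arfgap1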
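material = rat Arfgap1 catalytic domain, aa 1-136 | also added = human ARF1(Δ1-17)-GTP substrate | compound dosing = one concentration, 16.5 µM, DMSO 1.26% | times = GTP hydrolysis reaction 2 h at 25 °C | measured by = FP, GDP Alexa 633 tracer displaced from anti-GDP antibody, 620/688 nm | evaluation = percent inhibition of Arfgap1-stimulated GTP hydrolysis | replication = single well per compound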
PLC-beta3 inh – blocks human PLC-beta3 enzyme activity. Q01970. Purified PLC-beta3, fluorogenic substrate, fluorescence. inhibition, % at 12.2 µM. 0.18% of 370,000 active; in the data active = inhibition above about 11%;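 note: 0% = median of compound wells on plate and 100% = full blocker control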
Tn6 DDE FP – DD(E)-Tn6 binding inhibition, primary FP screen | P02675 | Fibrin DD(E) TRITC-Tn6 fluorescence polarization displacement | inhibition, % at 8.3 µM | 0.21% of 370,000 active;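 active = inhibition above a per-campaign cutoff: mean of compounds within control limits plus 3 SD, cut at about 15% in these data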;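 note: 0% = median of all compound wells on the plate and 100% = blocking peptide control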
ASAP1 GAP inh – ASAP1 ArfGAP inhibition; Q9ULH1; ASAP1-stimulated ARF1 GTP hydrolysis, GDP FP detection; inhibition, % at 16.5 µM; 0.19% of 360,000 active; AID 624377; in the data active = inhibition above about 25%;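 note: 0% = vehicle with enzyme and substrate and 100% = no enzyme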
Target sequence (Q9ULH1 325-724 limits assumed): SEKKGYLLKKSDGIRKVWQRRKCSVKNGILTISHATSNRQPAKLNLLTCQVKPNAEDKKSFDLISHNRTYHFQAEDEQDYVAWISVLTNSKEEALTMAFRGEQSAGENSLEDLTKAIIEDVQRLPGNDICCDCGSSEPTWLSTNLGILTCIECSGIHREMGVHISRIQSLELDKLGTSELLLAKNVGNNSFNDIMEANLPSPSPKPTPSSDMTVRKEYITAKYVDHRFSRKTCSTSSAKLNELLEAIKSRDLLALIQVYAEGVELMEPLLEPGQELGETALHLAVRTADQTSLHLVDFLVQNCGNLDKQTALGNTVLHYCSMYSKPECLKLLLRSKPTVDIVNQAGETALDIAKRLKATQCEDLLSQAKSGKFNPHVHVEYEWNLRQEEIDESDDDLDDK
DDE Tn7 FP inh – disrupts Tn7 cyclic peptide binding to fibrin D-Dimer-E complex. P02675. FP displacement of FITC-Tn7 peptide from fibrin DD(E); 0% = median of compound wells per plate. inhibition, % at 8.3 µM. 0.13% of 370,000 active. AID 720508;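 active = inhibition above the mean of compounds falling within the control limits plus 3 SD of them, cut at about 14% in these data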;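 note: 0% = plate median of compound wells and 100% = 10 µM Aha-Tn7 peptide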
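Also added: labelled Tn7 tracer, 0.1 µM; Assay system: human fibrin DD(E) protein; Amount: 2 µM fibrin DD(E); Schedule: 10 min compound pre-incubation, 3 h probe incubation at room temperature; Repeats: one replicate per compound; Read-out basis: percent inhibition; Measured by: fluorescence polarization of the labelled Tn7 tracer.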
KLK7 zymogen act – activates the human kallikrein-7 zymogen | P49862 | purified proKLK7, EDANS-DABCYL substrate fluorescence; 100% is mature enzyme control, 0% vehicle | activation, % at 7 µM | 0.9% of 370,000 active;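 active = activation above the mean of all tested compounds plus 3 SD, computed per campaign excluding outliers beyond control limits, cut at about 13% in these data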
PLCg1 inh – PLC-gamma1 (human) inhibition, primary screen. purified PLC-gamma1, fluorogenic substrate, fluorescence. 0.84% of 370,000 active. P19174. AID 720700. inhibition, % at 12.2 µM; in the data active = inhibition above about 9.5%
HGIII-sPLA2 inh – Inhibits HGIII-sPLA2 liposome hydrolysis, primary screen; inhibition, % at 12.2 µM; Q9NZ20; QFRET BODIPY PC-A2 liposome hydrolysis, fluorescence; 0.56% of 370,000 active;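 active = inhibition above mean plus 3 SD of compounds lying within the high and low control bounds, cut at about 19% in these data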;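 note: 0% = median of test compound wells and 100% = no enzyme DMSO wells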
UHRF1 binding – human UHRF1 methylated DNA binding inhibitors. 0.75% of 370,000 active. Q96T88. AID 687016. UHRF1 binding to methylated oligo, TR-FRET. inhibition, % at 4.4 µM; in the data active = inhibition above about 21%;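 note: UHRF1 SRA domain binding a hemimethylated CpG hairpin DNA probe; 0% = median of test compound wells and 100% = reference inhibitor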
Rev-erbA mod – Rev-erb alpha (human) modulation; 0.79% of 370,000 active; AID 1259318; activity, % at 10 µM; Rev-erbα–FITC-DNA binding, fluorescence polarization, 90 min;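 active = activity above about 14%, limit read from the data; passing the limit was not always enough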;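 note: 0% = DMSO wells with 35 nM protein and 100% = DMSO wells with 750 nM protein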
Target sequence (P20393 whole entry, looked up): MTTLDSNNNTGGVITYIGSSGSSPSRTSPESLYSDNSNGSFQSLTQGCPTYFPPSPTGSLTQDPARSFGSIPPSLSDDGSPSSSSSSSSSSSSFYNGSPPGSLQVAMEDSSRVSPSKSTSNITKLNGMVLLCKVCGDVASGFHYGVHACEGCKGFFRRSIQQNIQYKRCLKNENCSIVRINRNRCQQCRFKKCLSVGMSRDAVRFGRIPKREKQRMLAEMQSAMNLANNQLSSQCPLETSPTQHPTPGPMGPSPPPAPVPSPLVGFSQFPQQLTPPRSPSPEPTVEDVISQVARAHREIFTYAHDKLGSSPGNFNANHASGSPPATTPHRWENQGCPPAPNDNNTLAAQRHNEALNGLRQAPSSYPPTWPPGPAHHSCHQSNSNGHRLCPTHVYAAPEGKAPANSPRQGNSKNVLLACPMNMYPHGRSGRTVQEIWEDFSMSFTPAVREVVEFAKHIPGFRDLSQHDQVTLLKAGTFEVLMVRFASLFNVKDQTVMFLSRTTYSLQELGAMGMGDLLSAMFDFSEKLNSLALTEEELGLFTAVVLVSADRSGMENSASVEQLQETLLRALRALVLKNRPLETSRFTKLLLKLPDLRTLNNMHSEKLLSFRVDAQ
The depositor's hits bear a star; i = inactive; nt = not tested or not shown. Rows are unselected (roughly 4.5% active in at least one column).

| smiles | ARFGAP1 inh | PLC-beta3 inh | Tn6 DDE FP | ASAP1 GAP inh | DDE Tn7 FP inh | KLK7 zymogen act | PLCg1 inh | HGIII-sPLA2 inh | UHRF1 binding | Rev-erbA mod |
| --- | --- | --- | --- | --- | --- | --- | --- | --- | --- | --- |
| COCCNC(=O)C1(C)CCN(C(=O)c2sc(-c3ccccc3)nc2C)C1 (stereo unspecified) | 11 | 5 | 3 | -9 | -2 | -0.5 | 6 | 2 | 0 | -3 |
| Cc1cccc(CNS(=O)(=O)c2ccc(-c3cnc(C4CC4)o3)cc2)c1 | 2 | -18 | 0 | -6 | -1 | 0.4 | -7 | -39 | -2 | 3 |
| Cc1ccccc1OCC1Cn2c(nc3c2c(=O)n(C)c(=O)n3C)O1 (stereo unspecified) | -1 | -5 | -5 | -11 | -7 | 0.3 | 0 | 3 | 0 | 0 |
| COc1ccccc1-c1cccc([C@@H]2C[C@H]3[C@@H](CN2)CON3C)c1 | 7 | 1 | -2 | 11 | 8 | -0.2 | 2 | 0 | -3 | -2 |
| C/C(CC(=O)Nc1ccc(N(C)C)cc1)=N\NC(=O)c1ccccn1 | -4 | 3 | 2 | 2 | -6 | 0.5 | 1 | 4 | -8 | 1 |
| O=C(CNC(=O)c1ccc(OC(F)F)cc1)Nc1cccc(S(=O)(=O)N2CCCC2)c1 | -2 | -6 | 1 | -4 | 0 | -0.6 | 3 | 0 | -1 | -3 |
| Cc1ccc(Oc2c(CO)c(-c3ccccc3)nn2C)cc1 | 2 | 3 | -2 | 12 | 1 | -0.6 | 0 | 2 | 0 | 2 |
| COc1cccc(NC(=S)NNC(=O)C(C)n2nc(C)c([N+](=O)[O-])c2C)c1 (stereo unspecified) | -2 | 2 | 2 | 5 | 6 | 0.4 | -1 | -2 | -3 | 2 |
| CCN(CC)C(=O)c1ccc2sc([C@@H]3O[C@H](CO)[C@H](O)[C@H](O)[C@H]3O)nc2c1 | 8 | 2 | 0 | -4 | 5 | -0.4 | 2 | -1 | 1 | 0 |
| O=C(c1cccc(Cl)c1)N1CCC(=O)N(C(COCc2ccccc2)Cc2ccccc2)CC1 (stereo unspecified) | -2 | 6 | 8 | 10 | -4 | -0.2 | 4 | -13 | -1 | 6 |
| Fc1ccc(/C=C2\CCCC3=C2Nc2ncnn2C3c2ccc(F)cc2)cc1 (stereo unspecified) | -6 | -7 | -4 | 17 | -5 | 0.5 | -3 | -2 | 2 | -3 |
| COc1ccc([C@H]2CC(=O)C=C(c3ccccc3Oc3ccccc3)C2)cc1 | -12 | -2 | 6 | -12 | 9 | -0.2 | 7 | -4 | -1 | 6 |
| COc1ccc(C(=O)OCC(=O)Nc2ccc(F)c(F)c2F)cc1OC | -11 | -4 | -1 | -3 | 0 | 0.1 | 4 | 6 | 3 | -3 |
| CC(=C1N=C(c2ccccc2)OC1=O)c1cccs1 | 16 | 4 | -1 | 7 | -3 | 0.8 | 4 | 0 | 4 | -12 |
| O=C(CN(C1CCCCC1)S(=O)(=O)c1ccc(Cl)cc1)NCc1ccncc1 | -9 | 3 | 7 | 8 | 4 | 0.6 | 0 | -4 | -6 | 4 |
| CN1CCC(=O)N([C@H](CN=[N+]=[N-])c2ccccc2)CC1 | 5 | -9 | 3 | 6 | -1 | 0.4 | -10 | 5 | 0 | 2 |
| O=C1c2cccc3cccc(c23)C(=O)N1c1nccs1 | 14 | 3 | 11 | 0 | 2 | 0.0 | 5 | -2 | -4 | -1 |
| O=C(c1ccccc1)N1CCN(c2ccccc2F)CC1 | 6 | 1 | 4 | -3 | 2 | -0.5 | -1 | 0 | 4 | 3 |
| COc1ccc(/C=C/C(=O)OCC(=O)NCC2CCCO2)cc1 (stereo unspecified) | 3 | 4 | -4 | -5 | -2 | -0.9 | -1 | 3 | -4 | -5 |
| Cc1cc2ccccc2n1CCNC(=O)COc1ccc2ccccc2c1 | 18 | -18 | 52* | 0 | -9 | 1.2 | -11 | 9 | -4 | -8 |
| COc1ccc2oc(=O)c(-c3nnc(NCc4ccco4)s3)cc2c1 | 20 | i | -2 | 4 | 5 | 35* | i | 1 | -18 | 2 |
| CN[C@@H](C)C(=O)NC[C@H]1O[C@@H](n2cnc3c(=O)[nH]c(N)nc32)[C@H](O)[C@@H]1O | 4 | 0 | -2 | 12 | -1 | -0.5 | 3 | 14 | -1 | -10 |
| CC(=O)N(Cc1ccccc1)C1CC(=O)N(Cc2ccccc2)C1=O (stereo unspecified) | 13 | 3 | -2 | 12 | 3 | -0.4 | 0 | 9 | -1 | -2 |
| CN(C)S(=O)(=O)c1ccc(S(=O)(=O)N2CCCC(C(=O)NC3CC3)C2)cc1 (stereo unspecified) | -2 | -5 | 10 | 6 | 2 | -0.2 | 1 | 5 | 1 | -2 |
| CC(=O)N(C)c1nc(N)n(-c2ccccc2)n1 | -4 | 2 | -2 | 12 | 4 | 0.4 | 0 | -4 | -2 | -3 |
| CN1CCN(C(=O)/C(=C/c2ccc(N(C)C)cc2)NC(=O)c2ccccc2)CC1 | 6 | -31 | 0 | -3 | -6 | 4.6 | -25 | 5 | -2 | -1 |
| Cc1ccc(NC(=O)c2ccc(=O)[nH]c2)cc1S(=O)(=O)N1CCCCCC1 | -3 | -2 | -2 | -3 | -2 | 0.7 | 0 | -23 | -2 | -3 |
| Clc1nc(CN2CCCCC2)nc2sc3c(c12)CCCC3 | 5 | -9 | -1 | 0 | -1 | -1.3 | -6 | -4 | 3 | 0 |
| CCOC(=O)N1CCN(C(=O)C[C@@H]2C[C@@]3(C(=O)OC)CCCCC=C3N(CCc3ccc(OC)c(OC)c3)C2=O)CC1 | -6 | 0 | -3 | 0 | -9 | 0.1 | -1 | -2 | 1 | 3 |
| CCc1ccc(-n2c(O)c(C=NCCN(CC)CC)c(=O)[nH]c2=O)cc1 | -6 | -2 | 4 | -4 | 8 | 0.2 | -4 | -5 | -4 | 0 |
| COCOc1cccc(CN2CCC2(C)C(=O)Nc2ccc(C)cc2)c1 (stereo unspecified) | -7 | 0 | 7 | 5 | -6 | 0.1 | 13* | 3 | 3 | -7 |
| CC(=O)Nc1cccc2c1C(=O)N(c1ccc(C)cc1)C2=O | -5 | -26 | 9 | 5 | 0 | 0.6 | -20 | 0 | 1 | 5 |
| Cc1cc(NC(=O)C(C)SCC(=O)Nc2ccccc2N2CCCC2)no1 (stereo unspecified) | 4 | -2 | 1 | -12 | 4 | 0.2 | -4 | 2 | 0 | -6 |
| COc1cccc(/C=N/NC(=O)c2c(-c3ccccc3)noc2C)c1OC | 4 | -109 | -3 | 8 | 1 | 0.7 | -56 | -8 | 2 | -3 |
| COc1ccc(Nc2ccc(N3C(=O)CCCC3=O)cc2[N+](=O)[O-])c(OC)c1 | 6 | 5 | -5 | -5 | 1 | -0.1 | 2 | 3 | -12 | 3 |
| COc1cccc(CC(=O)OCC(=O)NCCc2ccc(F)cc2)c1 | -3 | -7 | 7 | 3 | 0 | 0.6 | 0 | 7 | 1 | 13 |
| C=CCC1(C#N)C(SC)=NC2=C(C(=O)CC(C)(C)C2)C1c1ccc(Br)cc1 (stereo unspecified) | -1 | 0 | -3 | 7 | -7 | -1.0 | 2 | -10 | 3 | -5 |
| C=CCNCCCCOc1ccccc1-c1ccccc1 | -4 | 3 | 3 | 2 | 10 | -0.4 | 0 | -9 | 0 | -5 |
| CCCCSc1nnc(NC(=O)CCc2ccccc2)s1 | 5 | -3 | 7 | 1 | 1 | -0.4 | -1 | -5 | 1 | 1 |
| Cc1ccccc1-c1cc(C(=O)NCC2CC2)nn1CC1CC(c2cccc([N+](=O)[O-])c2)=NO1 (stereo unspecified) | 4 | 1 | 2 | 8 | -6 | 0.6 | 6 | -3 | 1 | -1 |
| COc1cc(NC(=O)C2CCN(S(=O)(=O)c3cccs3)CC2)cc(OC)c1 | -12 | 0 | 0 | 0 | 0 | 0.5 | 4 | -14 | -2 | 5 |
| O=C(COc1ccc(F)cc1Cl)Nc1cccc(S(=O)(=O)N2CCCCCC2)c1 | 10 | -4 | 4 | -10 | -2 | -0.2 | 3 | 1 | -1 | 5 |
| CN1Cc2sc(NC(=S)NC(=O)c3ccccc3)c(C#N)c2CC1(C)C | 9 | -146 | -15 | 6 | -1 | 2.0 | -89 | 6 | 29* | 3 |
| CC(NC(=S)Nc1c(Cl)cccc1OC(F)F)C(C)(C)C (stereo unspecified) | 5 | 3 | 8 | 0 | -8 | 0.2 | -1 | 8 | -2 | 1 |
| COc1ccc(C2CC(c3cccs3)=NN2c2ccc(C=O)cc2)cc1 (stereo unspecified) | -1 | i | 10 | -17 | -17 | -62 | i | -13 | 1 | 2 |
| O=C(Cc1ccc([N+](=O)[O-])cc1)Nc1cccc(C(F)(F)F)c1 | -8 | 3 | -1 | -2 | -4 | 0.1 | 1 | -32 | 0 | -4 |
| CCOC(=O)C1CCN(C(=O)COC(=O)C2CCN(S(=O)(=O)c3ccc(C)c(C)c3)CC2)CC1 | 15 | -7 | -9 | -13 | 1 | 0.2 | 2 | 9 | 2 | 2 |
| CCc1nc2c3cnn(-c4cc(Cl)ccc4C)c3ncn2n1 | 8 | 0 | 0 | 1 | -8 | 0.1 | 4 | -2 | 6 | 8 |
| COc1ccc(NC(=O)c2cc([N+](=O)[O-])nn2Cc2ccccc2)c(C)c1 | -4 | 1 | -3 | -18 | 4 | 0.5 | 3 | -12 | 0 | 0 |
| COCn1c(COc2ccc3ccccc3c2)nc2ccccc21 | -6 | -2 | 8 | -10 | 5 | -0.1 | 0 | -19 | -1 | -1 |
| CC[n+]1c(/C=C(\C)SC)sc2ccccc21 | -13 | 2 | -1 | -8 | 6 | 0.2 | 1 | -3 | 5 | nt |
| Cc1ccccc1OCC(=O)O/N=C(\N)Cc1ccc(Cl)cc1 | 18 | 1 | 2 | -10 | 5 | 0.3 | 2 | -4 | 1 | 2 |
| CN1c2ccccc2N(C)C1c1c(O)ccc2ccccc12 | -5 | -46 | -2 | 0 | -2 | -0.3 | -39 | 0 | 1 | 1 |
| Cc1ccc(N/C=C/C(=O)c2ccc(C)cc2)cc1 | 5 | -36 | 4 | -7 | 15* | -0.3 | -28 | -44 | -3 | 0 |
| S=C(NCc1ccc2[nH]c3c(c2c1)CCCC3)Nc1ccccc1 | 2 | -37 | 0 | 11 | 7 | 0.9 | -30 | -2 | 2 | 8 |
| Cc1cc(NS(=O)(=O)c2ccc(NC(=O)C(CC(C)C)N3C(=O)c4ccccc4C3=O)cc2)nc(C)n1 (stereo unspecified) | 3 | 1 | 11 | 2 | -5 | 0.0 | 1 | -5 | 0 | 2 |

High-throughput results: PubChem, several laboratories
